# Assay outcomes (PubChem)
# G9a inh – G9a (human) methyltransferase inhibition | Potency, µM (highest dose often 102 µM), for inactives: top-dose activity, negative = inhibition, most hits filed as inhibitors | 350,000 tested, 8.8% active | Q96KQ7 | AID 504332 | G9a H3K9 monomethylation, AlphaScreen, 2 h; note: % is set by controls: 0 for no effect and ±100 for the full control effect; nearly all actives have a fitted effect of over 75% in size
#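 Quantitative HTS format: methyltransferase activity on a biotin-tagged H3K9 peptide is measured by AlphaScreen, using a rabbit anti-monomethyl-H3K9 antibody with streptavidin donor and anti-IgG acceptor beads. Final levels are 20 nM enzyme, 500 nM peptide, 20 uM SAM; 2 h RT.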
# Tb PGK inh – inhibitors of T. brucei phosphoglycerate kinase; PGK/GAPDH coupled, Kinase-Glo luminescence, 60 min; 380,000 tested, 0.043% active; Potency, µM (titrated, usually from 57.5 µM), without a hit: at the highest dose activity change, negative = inhibition, usual class: inhibitors; P07378; note: % is set by controls: 0 for no effect and ±100 for the full control effect; nearly all actives have a fitted effect of over 60% in size
#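 Luminescent ATP detection (Kinase-Glo Plus) follows a 60-minute room-temperature incubation, with wells lacking PGK as controls. Buffer: 100 mM TEA (pH 7.6), 5 mM MgCl2, 0.01% Tween-20. Coupling enzyme GAPDH (100 nM final) supplies unstable 1,3-BPG in-well.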
# POLI inh – blocks human DNA polymerase iota activity | Q9UNA4 | Pol iota fluorescent replication assay, 10 min | Potency, µM (doses to about 115 µM), inactives show at the highest dose activity, negative = inhibition, most hits filed as inhibitors | 390,000 tested, 1% active
# Target sequence (Q9UNA4 whole entry, looked up): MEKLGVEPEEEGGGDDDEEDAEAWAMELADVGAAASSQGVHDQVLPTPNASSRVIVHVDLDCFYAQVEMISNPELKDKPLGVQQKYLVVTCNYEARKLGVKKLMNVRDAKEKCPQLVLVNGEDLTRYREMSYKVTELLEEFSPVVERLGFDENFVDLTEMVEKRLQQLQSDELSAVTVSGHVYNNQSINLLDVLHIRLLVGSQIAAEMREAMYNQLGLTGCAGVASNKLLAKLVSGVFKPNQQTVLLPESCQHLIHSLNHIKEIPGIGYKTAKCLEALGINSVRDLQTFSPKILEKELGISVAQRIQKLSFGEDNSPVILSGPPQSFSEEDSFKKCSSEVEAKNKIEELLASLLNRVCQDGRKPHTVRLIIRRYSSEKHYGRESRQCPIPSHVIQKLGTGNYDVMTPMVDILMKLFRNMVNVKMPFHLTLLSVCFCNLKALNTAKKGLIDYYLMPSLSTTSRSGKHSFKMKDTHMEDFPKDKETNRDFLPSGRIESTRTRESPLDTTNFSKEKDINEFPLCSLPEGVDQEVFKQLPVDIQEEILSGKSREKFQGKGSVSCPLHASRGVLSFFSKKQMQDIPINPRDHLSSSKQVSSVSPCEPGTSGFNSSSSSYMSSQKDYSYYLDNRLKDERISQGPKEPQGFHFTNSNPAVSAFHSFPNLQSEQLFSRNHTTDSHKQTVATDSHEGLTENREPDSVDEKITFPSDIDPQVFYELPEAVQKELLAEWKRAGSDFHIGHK
#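 Pol iota at 10 nM preincubated 15 min with compounds at room temperature; reaction started with fluorescent substrate, 50 nM final. Fluorescence read kinetically at 0 and 10 min; buffer-only wells as negative control.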
# Pin1 inh – inhibitors of human Pin1 | 390,000 tested, 0.009% active | Potency, µM (titrated, usually from 115 µM), for the others: top-dose activity, negative = inhibition, actives largely listed as inhibitors | Pin1 FP peptide displacement, HiFluor488, 10 min; active = well fitted inhibition curve with a large enough effect in the polarisation, with a control signal flat, not every such curve was filed as active; inconclusive = small, poorly fitted or top-dose-only effect, or effect the other way, or a change in a side signal; inactive = no such curve, though single readings can be large or run the other way; the % refers to the polarisation; note: % is set by controls: 0 for no effect and ±100 for the full control effect
# Target sequence (Q13526 whole entry, looked up): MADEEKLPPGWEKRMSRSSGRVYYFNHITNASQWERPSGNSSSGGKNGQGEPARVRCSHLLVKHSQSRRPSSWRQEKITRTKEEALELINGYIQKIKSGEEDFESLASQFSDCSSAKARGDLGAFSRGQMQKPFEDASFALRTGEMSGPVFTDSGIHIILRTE
# JMJD2A Tudor inh – JMJD2A Tudor domain (human) inhibition; Potency, µM (titrated, usually from 114 µM), for inactives: at the highest dose activity change, negative = inhibition, hits mostly inhibitors; O75164; 390,000 tested, 4.4% active; AlphaScreen JMJD2A-Tudor / H3K4me3 peptide binding; note: % is set by controls: 0 for no effect and ±100 for the full control effect; nearly all actives have a fitted effect of over 50% in size
# BLM inh – inhibitors of human Bloom syndrome helicase BLM | Potency, µM (top dose mostly 56.1 µM), for inactives: top-dose activity change, negative = inhibition, actives largely listed as inhibitors | 350,000 tested, 0.2% active | recombinant BLM DNA unwinding, fluorescence dequenching;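 note: plate controls were vehicle for no effect and no enzyme for full effect; nearly all actives have a fitted effect of over 35% in size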
# GLS inhibitor – glutaminase GLS (human) inhibition; GLS enzymatic activity, qHTS titration; 410,000 tested, 0.21% active; Potency, µM (titrated, usually from 45.5 µM), for inactives: top-dose activity change, negative = inhibition, usual class: inhibitors; note: % is set by controls: 0 for no effect and ±100 for the full control effect
#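 Glutamate formation by hKGA was monitored fluorometrically using coupled glutamate oxidase, HRP and Amplex Red. Substrate was added as 1 mM L-glutamine solution; incubation was 30 min at RT after an initial read.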
# HP1b binding inh – inhibitors of HP1-beta chromodomain binding to methylated histone tails; Potency, µM (top dose mostly 114 µM), for inactives: at the top dose activity change, negative = inhibition, usual class: inhibitors; AID 540317; 390,000 tested, 0.56% active; AlphaScreen HP1-beta / biotin-H3K9me3 peptide binding; note: nearly all actives have a fitted effect of over 70% in size; inactives centre near 23
# Target sequence (P83916 whole entry, looked up): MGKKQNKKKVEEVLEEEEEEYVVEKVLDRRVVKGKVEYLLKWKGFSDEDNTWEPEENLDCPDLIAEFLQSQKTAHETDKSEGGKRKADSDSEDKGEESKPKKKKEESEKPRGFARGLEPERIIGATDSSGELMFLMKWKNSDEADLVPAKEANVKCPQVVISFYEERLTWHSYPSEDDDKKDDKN
#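 Compound inhibition of the preformed complex between 50 nM HP1-beta and 50 nM biotinylated H3K9me3 peptide was read by AlphaScreen. Buffer was PBS pH 7.4 with 0.01% Tween-20. Incubations ran 30 min at room temperature, with 10 ug/mL donor/acceptor beads.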
# BAZ2B inh – blocks human BAZ2B; 360,000 tested, 4.4% active; Potency, µM (top dose mostly 114 µM), inactives show top-dose activity change, negative = inhibition, actives largely listed as inhibitors; Q9UIF8; AlphaScreen BAZ2B-H3K14Ac peptide displacement; note: % is set by controls: 0 for no effect and ±100 for the full control effect; nearly all actives have a fitted effect of over 60% in size
#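 In this displacement format the biotinylated H3(5-23) peptide acetylated at Lys14 serves as ligand at 50 nM, with BAZ2B at 50 nM in PBS pH 7.4 containing 0.01% Tween-20. Donor and acceptor beads are 10 ug/mL final.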
# An asterisk follows results filed as active; i = inactive; ? = inconclusive; · = no result given; & = joins results of further samples; [ ] = another dose, or the depositor's remark. Unless noted, calls come from the whole dose curve; as a rule, active = well fitted curve in the direction sought with a large enough effect; inconclusive = small, poorly fitted or top-dose-only effect, or another doubt; inactive = no such curve, though single readings can be large; an effect the other way counts as inactive or inconclusive. Potency is the fitted concentration of half-maximal effect.
item | G9a inh | Tb PGK inh | POLI inh | Pin1 inh | JMJD2A Tudor inh | BLM inh | GLS inhibitor | HP1b binding inh | BAZ2B inh | canonical_smiles
1 | 3%[59 µM] | -6% | -2% | -1% | -13% | 3% | 1% | 20% | · | Cc1cc(C)cc(Nc2cc(C(=O)NC3CCCCC3)c3ccccc3n2)c1
2 | -6% | -5% | -14% | -7% | 11% | 0% | 8% | 31% | 9% | COCc1cc(C)nc(Nc2ccccc2OC)c1C#N
3 | 24% | -2% | -1% | -8% | -4% | -1% | 3% | 26% | -6% | CC(NC(=O)Cc1c(F)cccc1Cl)C1CCCO1 (stereo unspecified)
4 | 18%[0.501 µM] | 7% | 122%[activator] | -5% | -2% | -2% | -7% | 29% | -2% | Cc1sc2nc(SCC(=O)NCCO)n(-c3ccccc3)c(=O)c2c1C
5 | ? | -5% | 66%[activator] | 3% | 9% | 1% | -1% | 11% | -30% | Oc1ccccc1-c1nnc2n1CCCCC2
6 | 2% | i | 28% | -7% | -16% | -2% | 2% | 44%[activator] | -31% | CC1CCC(NC(=O)CN2C(=O)c3cccnc3Oc3ccc(Cl)cc32)CC1 (stereo unspecified)
7 | 13%[59 µM] | -7% | -2% | -1% | -5% | · | -6% | 26% | -3% | CSCCC(NC(=O)c1ccco1)C(=O)NCC(c1ccco1)N1CCCCC1 (stereo unspecified)
8 | · | i | 55%[activator] | ? | -16% | 3% | 4% | 17% | ? | CN1C(=O)/C(=C/C=C2/CCCN2C)N(C)C1=S
9 | 5%[59 µM] | i | 14% | 3% | -10% | -1% | -13% | 24% | 9% | COc1ccc(S(=O)(=O)NC(CC(=O)NCCc2ccccc2)c2ccco2)cc1 (stereo unspecified)
10 | 2% | -2% | 2% | 3% | -13% | -7% | 10% | 39%[activator] | 5% | O=S(=O)(Nc1cccc(-c2ccc3nncn3n2)c1)c1ccc(Cl)s1
11 | 30%[12.7 µM] | -3% | -16% | 5% | -21% | · | -4% | 18% | -4% | CC(OC(=O)CNC(=O)c1ccc(Br)cc1)C(=O)NC1CCCCC1C (stereo unspecified)
12 | 4%[59 µM] | -2% | 0% | 1% | 7% | 0% | -8% | 34% | -1% | CCOc1ccc(CNC(=O)c2cnc3c(C)cccn3c2=O)cc1
13 | ? | -9% | -5% | -18% | ? | -3% | -3% | ? | ? | O=C(O)c1ccc(N/N=C/c2cc3c(cc2[N+](=O)[O-])OCO3)cc1
14 | 26% | i | -17% | 1% | -3% | -14% | 1% | 88%[activator] | 20% | Cc1ccc(S(=O)(=O)N(C)Cc2nc(-c3ccc(Br)cc3)no2)cc1
15 | 71µM* | 4% | 18% | 2% | -31% | -8% | -3% | 29% | 0% | CC(C)c1ccccc1OCC(=O)Nc1ccc2[nH]ncc2c1
16 | ? | -2% | 8% | 7% | -12% | 1% | 0% | 30% | 9% | COc1cc(C2N(c3ccc(Cl)c(Cl)c3)C(=O)C3CCCN32)cc(OC)c1OC (stereo unspecified)
17 | · | -5% | 13% | 4% | -31% | -3% | 10% | 27% | ? | COc1cc(NC(=O)CCc2nnc3ccc(NCc4ccco4)nn23)cc(OC)c1
18 | · | -1% | 4% | -7% | -1% | · | -14% | 42%[activator] | · | CCC1(CC)CNC(=O)NC1=O
19 | -46%[12.7 µM] | · | 4% | 5% | 3% | -1% | 3% | 9% | 8% | CS(=O)(=O)c1ccc(Cl)c(S(=O)(=O)NCc2ccccc2)c1
20 | · | -6% | 0%&9% | -6% | -12% | · | 1% | 39%[activator] | · | O=C(Nc1ccccc1)O[C@@H]1C[C@H]2CCCC(=O)N3CC[C@@H](C1)[C@@H]23
21 | 6% | 8% | 26% | -1% | -5% | 2% | 7% | 35%[activator] | -4%[57.1 µM] | CC(C)Oc1ccc(CNC(=O)CCCN2C(=O)C(c3ccccc3)Oc3cccnc32)cc1 (stereo unspecified)
22 | -17% | -5% | 16% | 4% | -15% | · | 5% | 2% | -1% | CCc1ccccc1OCC(=O)N1CCN(c2ncccn2)CC1
23 | · | -3% | 138%[activator] | 3% | -8% | -2% | 7% | 20% | 5% | S=C(c1ccccc1)N1CCCC1
24 | 13%[59 µM] | -6% | -1% | -1% | -3% | -1% | 17% | 30% | 0% | Cc1nc2ccccc2n1CC(=O)OCC(=O)Nc1ccc2c(c1)OCCO2
25 | ? | -6% | 82%[activator] | 6% | 4% | 27% | -5% | 33% | -7% | O=C(CSc1nnc(CCCN2C(=O)c3cccc4cccc(c34)C2=O)n1-c1ccccc1)NCCCN1CCOCC1
26 | ? | -4% | -5% | 0% | -3% | -1% | -4% | 40%[activator] | 11% | Cc1nn2c(=O)cc(CSc3nc4ccccc4[nH]3)nc2s1
27 | -18%[59 µM] | -11% | 9% | 1% | 79µM* | -3% | 8% | ? | ? | CN(C)c1oc(-c2ccc(Cl)cc2)nc1S(=O)(=O)c1ccccc1
28 | -30% | -4% | 13% | 5% | -20% | -8% | 2% | 34% | -21% | COCCSc1nnc(NC(=O)c2ccc([N+](=O)[O-])cc2)s1
29 | 2% | 0% | 26% | -1% | 1% | -8% | 1% | 38% | -11% | Cc1c(C)c(C)c(CN2CCSCC2)c(C)c1C
30 | -4% | -9% | -9% | 17% | -30% | -6% | 1% | 39%[activator] | -19% | COc1ccc(NC(=O)c2nn(C)c(=O)c3ccccc23)cc1S(=O)(=O)Nc1ccccc1Cl
31 | -7% | -4% | 128%[activator] | -11% | -35% | -3% | -23% | -12% | ? | CC(C)(C)n1cnc2cc(NCc3ccccc3O)ccc21
32 | · | -1% | 9% | 4% | -22% | · | 0% | 16% | · | COc1cccc2c(=O)c(C(=O)NCCc3ccccc3)c[nH]c12
33 | 5% | -4% | 40%[activator] | 5% | -19% | -1% | 0% | 35% | -2% | CCCCC(=O)N/N=C(/C)C1=C(C)C(C)(C)OC1=O
34 | -26%[12.7 µM] | i | -9% | 1% | -13% | -4% | -9% | 23% | -10% | COC(=O)c1cc(S(=O)(=O)n2nc(C)cc2C)c(Cl)cc1Cl
35 | -44%[59 µM] | i | 5% | -6% | -8% | -3% | -12% | 32% | -2% | CCSc1nnc2n(-c3cccc(C)c3)c(=O)c3c4c(sc3n12)CCCC4
36 | 1% | -5% | 2% | -5% | -22% | -6% | 0% | 18% | -25% | CCOc1cc(C(=O)Nc2ccc(S(=O)(=O)NC3=NCCCCC3)cc2)cc(OCC)c1OCC
37 | 19%[59 µM] | 6% | -27% | -1% | -21% | · | -7% | 11% | 9% | COc1ccc(C(CNC(=O)CSc2ccccc2F)N2CCOCC2)cc1 (stereo unspecified)
38 | 50µM* | -9% | -3% | -7% | 40µM* | 0% | 6% | ? | 79µM* | CCOCCCNCC(=O)Nc1ccc(OC(F)(F)F)cc1
39 | -6% | -2% | 11% | 5% | -4% | -7% | 8% | 37% | -7% | CCCCNC(=O)N1c2ccccc2CC1C (stereo unspecified)
40 | -22% | -7% | 23% | -4% | -16% | -5% | 25% | 29% | -4% | O=C(Cn1c(NCCCO)nc2ccccc21)c1ccc([N+](=O)[O-])cc1
41 | -1%[59 µM] | -10% | 16% | 1% | -5% | 4% | 1% | 31% | -2% | Cc1ccc(C(=O)Nc2ccc([N+](=O)[O-])cn2)o1
42 | 0% | -3% | 38%[activator] | 3% | -2% | 2% | -4% | 40%[activator] | -2% | Cc1ccc(CNC(=O)CC(C)S(=O)(=O)c2ccc3c(c2)NC(=O)CO3)cc1 (stereo unspecified)
43 | 10%[59 µM] | -9% | 9% | 31%[activator] | -27% | -5% | 13% | -12% | -8% | O=C(NC(=S)Nc1nc2ccccc2s1)c1cccs1
44 | · | 3% | 12% | -2% | -1% | 0%[12.4 µM] | -2% | 28% | · | COCCN1C(=O)N[C@@H](CCc2ccccc2)[C@@H](C(=O)OC)[C@H]1C
45 | 20%[59 µM] | -7% | -2% | 1% | -11% | 2% | 5% | 14% | -5% | CCc1nc(SCC(=O)NNC(=O)C(C)C)c2ccccc2n1
46 | 4µM* | i | 69%[activator] | -5% | ? | -5% | -17% | 2% | -34% | C=CCc1c(C)[nH]c2c(OC)cccc2c1=S
47 | 1% | 6% | 31%[activator] | 3% | -20% | -5% | 0% | 8% | -30% | CCOC(=O)C1(Cc2cccc(OC)c2)CCCN(C(=O)c2cc(C)oc2C)C1 (stereo unspecified)
48 | ? | i | -7% | -6% | -15% | -4% | -2% | 24% | · | Cc1cccc2sc(N(CCCN(C)C)C(=O)CN3C(=O)c4ccccc4C3=O)nc12
49 | · | 3% | -20% | 1% | -8% | -4% | 0% | 33% | 10% | Cc1cc(C)cc(NC(=O)c2cccc(NC3=NC4CS(=O)(=O)CC4S3)c2)c1 (stereo unspecified)

# Excerpt: nos. 46–49
item | G9a inh | Tb PGK inh | POLI inh | Pin1 inh | JMJD2A Tudor inh | BLM inh | GLS inhibitor | HP1b binding inh | BAZ2B inh | canonical_smiles
46 | 4µM* | i | 69%[activator] | -5% | ? | -5% | -17% | 2% | -34% | C=CCc1c(C)[nH]c2c(OC)cccc2c1=S
47 | 1% | 6% | 31%[activator] | 3% | -20% | -5% | 0% | 8% | -30% | CCOC(=O)C1(Cc2cccc(OC)c2)CCCN(C(=O)c2cc(C)oc2C)C1 (stereo unspecified)
48 | ? | i | -7% | -6% | -15% | -4% | -2% | 24% | · | Cc1cccc2sc(N(CCCN(C)C)C(=O)CN3C(=O)c4ccccc4C3=O)nc12
49 | · | 3% | -20% | 1% | -8% | -4% | 0% | 33% | 10% | Cc1cc(C)cc(NC(=O)c2cccc(NC3=NC4CS(=O)(=O)CC4S3)c2)c1 (stereo unspecified)

# Whole records, looked up by structure:
# Shown for O=C(Cn1c(NCCCO)nc2ccccc21)c1ccc([N+](=O)[O-])cc1 : G9a inh: -22%; Tb PGK inh: -7%; POLI inh: 23%; Pin1 inh: -4%; JMJD2A Tudor inh: -16%; BLM inh: -5%; GLS inhibitor: 25%; HP1b binding inh: 29%; BAZ2B inh: -4%
# Shown for CC(C)Oc1ccc(CNC(=O)CCCN2C(=O)C(c3ccccc3)Oc3cccnc32)cc1 (stereo unspecified) : G9a inh: 6%; Tb PGK inh: 8%; POLI inh: 26%; Pin1 inh: -1%; JMJD2A Tudor inh: -5%; BLM inh: 2%; GLS inhibitor: 7%; HP1b binding inh: 35%[activator]; BAZ2B inh: -4%[57.1 µM]

# Not all compounds are listed, so the mix of outcomes need not match the whole.
